12-hLO inh: qHTS Assay for Inhibitors of 12-hLO (12-human lipoxygenase); purified 12-hLO, xylenol orange hydroperoxide absorbance; Potency, µM (top dose mostly 57.1 µM), for inactives: at the top dose activity change, negative = inhibition, most hits filed as inhibitors; 150,000 tested, 0.12% active; AID 1452, 2008; also: potency is read from the fitted curve at half-maximal effect; nearly all actives have a fitted effect of over 55% in size; many of its hits are not listed in these tables
Target sequence (P18054 whole entry, looked up): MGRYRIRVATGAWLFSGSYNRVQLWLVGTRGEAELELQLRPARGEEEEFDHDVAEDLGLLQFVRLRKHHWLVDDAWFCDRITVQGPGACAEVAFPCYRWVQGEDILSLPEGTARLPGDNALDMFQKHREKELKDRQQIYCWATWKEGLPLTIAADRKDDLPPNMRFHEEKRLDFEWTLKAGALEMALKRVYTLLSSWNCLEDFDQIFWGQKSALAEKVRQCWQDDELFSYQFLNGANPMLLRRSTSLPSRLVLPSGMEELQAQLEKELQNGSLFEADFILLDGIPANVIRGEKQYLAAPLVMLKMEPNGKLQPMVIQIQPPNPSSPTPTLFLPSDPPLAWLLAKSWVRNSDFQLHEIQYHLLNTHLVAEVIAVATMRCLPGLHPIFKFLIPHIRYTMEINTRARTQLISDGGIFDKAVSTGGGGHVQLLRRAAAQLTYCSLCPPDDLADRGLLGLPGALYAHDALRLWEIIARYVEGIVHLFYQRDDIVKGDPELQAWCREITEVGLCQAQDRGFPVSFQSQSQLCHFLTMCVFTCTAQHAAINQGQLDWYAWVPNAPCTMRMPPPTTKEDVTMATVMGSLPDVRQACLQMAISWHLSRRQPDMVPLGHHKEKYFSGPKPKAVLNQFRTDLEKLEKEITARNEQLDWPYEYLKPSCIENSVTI
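Lipoxygenase turnover measured by absorbance at 573 and 405 nm after Fe-XO development. Human 12hLO 150 nM, arachidonate 40 uM, pH 7.0 Hepes buffer with detergent; 15 min compound preincubation, 30 min reaction.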
IMPase inh: qHTS Assay for Identifying the Cell-Membrane Permeable IMPase Inhibitors | inhibition (IP1 accumulation), % at 46.1 µM | 120,000 tested, under 10 active | AID 901, 2007 | Inositol monophosphatase 1 (Rattus norvegicus), P97697 | CHO-M1 cells, IP1 accumulation, HTRF TR-FRET ratio; active = well fitted curve in the direction sought with a large enough effect in the signal ratio, not every such curve was filed as active; inconclusive = small, poorly fitted or top-dose-only effect, or a change in a side signal; inactive = no such curve, though single readings can be large or run the other way; the % refers to the signal ratio;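 also: cells stimulated with carbachol in lithium chloride buffer; plate controls were DMSO basal wells for no effect and reference inhibitor wells for full effect; higher means more IMPase inhibition seen as more IP1 and lower FRET ratio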
Target sequence (P97697 whole entry, looked up): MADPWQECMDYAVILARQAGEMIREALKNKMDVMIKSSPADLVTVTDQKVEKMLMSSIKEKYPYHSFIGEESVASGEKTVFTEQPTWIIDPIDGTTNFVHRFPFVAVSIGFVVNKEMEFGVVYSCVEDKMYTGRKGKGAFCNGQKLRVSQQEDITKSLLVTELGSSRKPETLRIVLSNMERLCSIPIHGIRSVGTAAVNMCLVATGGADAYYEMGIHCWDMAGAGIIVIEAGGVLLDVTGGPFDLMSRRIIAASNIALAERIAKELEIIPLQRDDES
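CHO-M1 cells (CHO stably expressing M1 receptor), compound up to 46 uM final, stimulated with carbachol (50 uM as added) in buffer with 50mM LiCl, pH 7.4, 30 min at 37C. Cytosolic IP1 read by TR-FRET; AC50 from Hill fits.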
PNC assembly inh: High Content Assay for Compounds that inhibit the Assembly of the Perinucleolar Compartment | PC3M PTB-GFP, PNC prevalence imaging, 16 h; active compounds read low | activity change (PNC), negative = inhibition, % at 10 µM | 140,000 tested, 3.1% active;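 active = readout at or below -70, meaning at least 70% loss of cells showing the perinucleolar compartment, a nuclear body marking cancer cells; inconclusive = readout between -30 and a set limit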;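 also: plate controls were DMSO wells for no effect and camptothecin positive control wells for full effect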
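PC3M cells stably expressing PTB-GFP, 750–1000 cells/well, treated 16 h at 37 °C with compound (23 nl of library stock), in duplicate. After paraformaldehyde fixation and Hoechst stain, imaged at 20x; PNC prevalence scored by image analysis.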
15-hLO-2 inh: qHTS Assay for Inhibitors of 15-hLO-2 (15-human lipoxygenase 2) | Polyunsaturated fatty acid lipoxygenase ALOX15B (Homo sapiens), O15296 | 110,000 tested, 0.56% active | Potency, µM (highest dose often 57.1 µM), inactives show at the top dose activity change, negative = inhibition, most hits filed as inhibitors | purified 15hLO-2, xylenol orange hydroperoxide absorbance; also: potency is read from the fitted curve at half-maximal effect; nearly all actives have a fitted effect of over 60% in size; many of its hits are not listed in these tables
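Purified human 15hLO-2 (50 nM) preincubated 15 min with compound, then 45 uM arachidonic acid for 90 min at RT in 25 mM Hepes pH 7.5, 0.01% Triton X-100. Hydroperoxide detected by Fe-xylenol orange; 573/405 nm absorbance ratio.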
Numbers without * were called inactive; ? = inconclusive; . = no result given; [ ] = another dose, or the depositor's remark. Unless noted, calls follow the shape of the dose curve; as a rule, active = well fitted curve in the direction sought with a large enough effect; inconclusive = small, poorly fitted or top-dose-only effect, or another doubt; inactive = no such curve, though single readings can be large; an effect the other way counts as inactive or inconclusive. Unless noted, % is scaled to controls: 0 for no effect and ±100 for the full control effect. These rows are one share of the data; the hit share may differ from the screen's.

12-hLO inh	IMPase inh	PNC assembly inh	15-hLO-2 inh	molecule
1%	0	?	8%[2.29 µM]	CCCC(c1nnnn1CS(=O)(=O)c1ccc(C)cc1)N1CCN(c2ccc(F)cc2)CC1 (stereo not given)
-8%	0	?	.	Cc1ncc(CCl)c2c1OC(C)(C)OC2
-3%[11.4 µM]	.	.	-6%[11.4 µM]	O=C(O)/C=C\C(=O)Nc1ccccn1
-1%	-2	-8	.	COCCNC(=O)c1ccc(CN2CCOCC2)cc1
5%	?	-29	-2%	COc1cc(CO)ccc1Oc1nnnn1-c1ccc(C(N)=O)cc1
-3%	.	-10	.	N#C/C(=C/c1ccc(CNC(=O)C(=O)Nc2cc(Cl)cc(Cl)c2)o1)C(=O)NCc1cccnc1
0%	9	-20	.	COc1cc(C(=O)O/N=C2/C=C(C)C(=O)C=C2C)cc(OC)c1OC
5%	-6	25	2%	Cc1cc(NC(=O)c2cnn3cccnc23)nn1CC(=O)Nc1cccnc1
-3%	12	27	2%	CCN(CC)CCCOc1ccc(C)cc1Br
-1%	4	60	-19%	Cc1cccc(C)c1-n1c(C)cc(/C=C2\C(=O)NN(c3ccccc3)C2=O)c1C
2%	4	-25	3%	N#CCSCC(=O)Nc1ccc(F)cc1
?	-1	?	?	S=C(NCCC1=CCCCC1)Nc1ccccc1
5%	4	-20	23%	CCCN(CCO)Cc1ccc(Br)cc1
-1%[0.00818 µM]	.	.	-10%[0.0915 µM]	Cc1ccccc1C1CC(=O)Oc2ccc(C(C)(C)C)cc21 (stereo not given)
3%	.	-4	.	CC(=O)c1ccc(NC(=O)COC(=O)CCN2C(=O)c3cccc([N+](=O)[O-])c3C2=O)cc1
-7%	2	?	8%	CCOC(=O)CN1C(=O)C(CC)Oc2ccccc21 (stereo not given)
2%	-8	18	22%	C=CCNc1cnn(-c2ccc(C)cc2)c(=O)c1Cl
0%	.	-23	.	Cc1cc(C)cc(NC(=O)c2oc3ccccc3c2COc2ccccc2)c1
0%	-15	?	3%	COc1ccc(NC(=O)c2c(C)cc(=O)oc2C)c(OC)c1
0%	12	-15	32%[activator]	Nc1[nH]nc2nc(N3CCCC3)nc(-c3ccccc3)c12
0%	2	3	.	O=C(NNC(=O)C1CC2CCC1C2)c1ccccc1 (stereo not given)
-13%	.	.	9%	COc1ccc(C(=O)N2CCC3(CCCN(Cc4ccc(C#N)cc4)C3)CC2)cc1
1%	-8	14	.	O=C(CCN1C(=O)C2C3C=CC(C3)C2C1=O)N1CCN(c2ccccn2)CC1 (stereo not given)
30%	2	-10	.	COc1ccc(Cc2nnc(SCC(=O)NC3CCCC3)o2)cc1
-9%	22	224	.	COc1cc(-c2ccccc2)nc2ccccc12

Of the compounds above, two have a furan ring, fused or not.
12-hLO inh	IMPase inh	PNC assembly inh	15-hLO-2 inh	molecule
-3%	.	-10	.	N#C/C(=C/c1ccc(CNC(=O)C(=O)Nc2cc(Cl)cc(Cl)c2)o1)C(=O)NCc1cccnc1
0%	.	-23	.	Cc1cc(C)cc(NC(=O)c2oc3ccccc3c2COc2ccccc2)c1

(listing goes on)
12-hLO inh	IMPase inh	PNC assembly inh	15-hLO-2 inh	molecule
-1%	4	?	3%	Cc1nn(-c2nc3ccccc3s2)c(N)c1Sc1ccc(F)cc1
-6%	.	-18	.	COc1ccccc1NC(=S)N/N=C/c1ccc(O)cc1
-3%	1	6	2%	CC(C)Oc1ccc(C(CC(=O)O)NC(=O)C2CCCCC2)cc1 (stereo not given)
1%	1	-5	-9%	CC(Oc1ccc(Cl)cc1Cl)C(=O)NCCN1CCOCC1 (stereo not given)
-3%	-12	-29	-2%	CC12C(=O)N(c3cccc(OC(=O)c4ccco4)c3)C(=O)C1C1c3ccccc3C2c2ccccc21 (stereo not given)
-15%	7	27	-9%	COc1ccc(N(C(C)C(=O)N/N=C/c2ccc(OC(C)C)cc2)S(C)(=O)=O)cc1 (stereo not given)
-2%	2	-80*	-1%	Cc1ccc2[nH]c(=O)c(CN(CCCO)S(=O)(=O)c3c(C)ccc4nsnc34)cc2c1
-4%	-1	?	-1%	CC1=NN(C(=O)c2ccc(Cn3nc(C)c([N+](=O)[O-])c3C)cc2)C(O)(C(F)(F)F)C1 (stereo not given)
-16%	4	-81*	-2%	Cn1c(SCC(=O)Nc2sc3c(c2C#N)CCC3)nnc1C1COc2ccccc2O1 (stereo not given)
-2%	4	-4	.	CC(=O)N1CCc2ccc(C(=O)CN3CCN(c4cccc(C)c4C)CC3)cc21
1%	.	?	.	N#C/C(=C\C1=C(N2CCOCC2)C(=C/c2cccc([N+](=O)[O-])c2)/CC1)C(=O)Nc1ccccc1F
0%	2	?	5%	O=C(c1ccco1)N1CCN(CC(=O)N2CCCc3c2c(=O)oc2ccc(O)cc32)CC1
-10%	-4	7	11%	COc1ccccc1-c1ccc(=O)n(CC(=O)NCc2ccc3c(c2)OCO3)n1
-19%	-6	9	-3%	Cc1nn(-c2ccccc2)c2[nH]c(=O)c(CNc3ccc4c(c3)OCCO4)cc12
0%	-2	-29	7%[2.29 µM]	CCN(CC(N)=O)S(=O)(=O)c1ccc(Br)cc1
-2%	6	?	-3%	CCN(CC)S(=O)(=O)c1cc(Br)ccc1OC
-3%	-1	?	-8%	CCCC/C(O)=C/c1nc2ccccc2[nH]c1=O
0%	.	?	.	O=C(N/N=C/c1ccccn1)c1cc(-c2ccncc2)nc2ccccc12
0%	.	-20	.	O=C(c1ccccc1F)N1CCCC(c2ccccc2)C1 (stereo not given)
-9%	7	-16	5%	CCCCCn1c(CN2CCN(c3cc(Cl)ccc3C)CC2)nc2c1c(=O)[nH]c(=O)n2C
0%	4	15	27%	CN1CCN(c2ccccc2NC(=O)c2cccc(OCc3ccccc3)c2)CC1
-2%	.	-91*	.	C/C(=C\c1ccccc1)C(=O)N1CCN(c2cccc(C(F)(F)F)c2)CC1
-6%	.	.	-7%	CCCCCCCCCCCCCCCC(=O)OC/C=C(C)/C=C/C=C(C)/C=C/C1=C(C)CCCC1(C)C
-8%	9	?	-3%	CC(=O)c1ccc(C(C)(C)c2ccc(C(C)=O)s2)s1
-2%	1	238	.	Cc1cc(NS(=O)(=O)c2ccc(NC(=O)Nc3ccc4c(c3)OCO4)cc2)no1

The list goes on.
12-hLO inh	IMPase inh	PNC assembly inh	15-hLO-2 inh	molecule
-9%	5	26	-4%	CCC(C)C(NS(=O)(=O)c1ccc(C)cc1)C(=O)Oc1ccc2c3c(c(=O)oc2c1)CCC3 (stereo not given)
-1%	.	4	.	Cc1cc(C)c2[nH]c(O)c(N=NC(=O)c3cc4c(s3)CCCC4)c2c1
4%	-2	-9	.	CCCN=CC1=C(O)CC(c2ccccc2)CC1=O (stereo not given)
?	17	-10	?	CC(C)C(=O)N(c1cc2sc(=O)oc2c2ccccc12)S(=O)(=O)c1cccs1
-3%	3[20.6 µM]	-16	-11%	Cc1cccc(N(C)C(=S)Oc2ccc3ccccc3c2)c1
-3%	-1	?	-16%	CN1C(=O)C(O)(CC(=O)c2ccccn2)c2cc(Br)ccc21 (stereo not given)
1%	0	21	8%	Cc1nc(NC(=O)c2ccccc2)sc1-c1csc(Nc2cccc(F)c2)n1
-4%	.	20	.	CCCCC(=O)NC(NC(=S)N1CCCCCC1)C(Cl)(Cl)Cl (stereo not given)
3%	-7	40	5%	CCCNC(=O)NC(=O)CSc1nnc(C)n1N
-3%	19	-8	-4%	Cc1ccc(NC(=O)CSc2nnc(CSc3nc(C)cc(C)n3)n2Cc2ccco2)c(C)c1
-4%	?	-29	.	CCS(=O)(=O)n1nc(-c2ccccc2)nc1N
-8%	6	3	-11%	COc1cc2cc(/C=C/C(=O)c3ccco3)c(Cl)nc2cc1OC
-13%	0	21	3%	CC(=O)OCc1c(C(F)(F)F)nn(C)c1SCc1ccc(Cl)cc1
3%	.	.	12%	O=C(c1ccncc1)N1CCC2(CCN(Cc3ccccc3)CC2)CC1
-6%	-3	?	-10%	O=C(COC(=O)c1ccccc1NC(=O)c1ccco1)NCCC1=CCCCC1
-10%	3	?	-19%	Cc1ccc(/C=C2/NC(=O)N(Cc3ccccc3)C2=O)s1
-20%	1	17	-9%	CCOC(=O)C1=C(c2ccccc2)NC(SCC(=O)Nc2ccc(C)cc2)=C(C#N)C1c1ccco1 (stereo not given)
0%	.	.	-1%	COc1cccc(Cn2c(=O)c(C)nc3cnc(N4CCOCC4)nc32)c1
2%	3	-14	-2%	CC1CCCCC1NC(=O)C(Cc1ccccc1)NS(=O)(=O)c1cccs1 (stereo not given)
-3%	11	27	?	COc1ccc(NC(=O)c2cc(Cl)ccc2NC(=O)c2ccco2)c(OC)c1
7%	-2	-21	.	COC(=O)c1sccc1NC(=O)C1C2C=CC(C2)C1C(=O)O (stereo not given)
-5%[11.4 µM]	.	.	-10%[11.4 µM]	O=[N+]([O-])/C=C\c1cc2ccccc2[nH]1
-1%	-8	8	0%	O=S(=O)(NC1=NCCC1)c1cccs1
0%	3	-24	.	Cc1cccc(-n2ncc3c(NCCCn4ccnc4)ncnc32)c1
3%	.	13	.	COCCNC(=O)C(=O)NCC1OCCN1C(=O)c1ccc(Cl)cc1 (stereo not given)

(next part)
12-hLO inh	IMPase inh	PNC assembly inh	15-hLO-2 inh	molecule
?	-7	26	.	Clc1ccc(N=c2ssnc2Cl)cc1
-3%	-3	25	-5%	O=C(COC(=O)Cc1cccs1)Nc1ccc(F)c(F)c1F
0%	.	?	.	O=C(NCCc1nc2ccccc2[nH]1)/C(=C/c1ccc2c(c1)OCO2)NC(=O)c1ccccc1
1%	?	?	-2%	Cc1cc2ccccc2n1CCNC(=O)C1CCCC1
-4%	4	56	-7%	CCOC(=O)C1=C(C)OC(N)=C(C#N)C1c1ccc(C)o1 (stereo not given)
-1%	19	8	-16%	O=C(c1cccc(F)c1)N1CCC(N2CCCCCC2)CC1
9%	6	-13	-12%	COc1ccc(OCC(=O)Nc2ccc(NC(=O)c3ccco3)cc2)cc1
-10%	-1	?	-2%	COc1ccc(CN(C(=O)Cc2c[nH]c3ccccc23)C(C(=O)NC2CCCCC2)c2ccc(C)o2)cc1 (stereo not given)
0%	-2	32	4%	CCOc1ccccc1N1CN(CC)CNC1=S
-4%	-4	?	-14%	NC(=O)c1c(N)sc(=S)n1-c1ccccc1
-1%	-2	14	-5%	CCN1C(=O)/C(=C\N2CCCc3ccccc32)SC1=S
-1%	-4	11	-2%	C=CC(C)n1c(Br)nc2c1c(=O)[nH]c(=O)n2C (stereo not given)
1%	6	?	-2%	O=C(Nc1ccc2c(c1)OCO2)C1CCCN(S(=O)(=O)Cc2ccccc2)C1 (stereo not given)
-1%	.	.	0%	Cc1ccccc1C#N
6%	8	-9	5%	COc1ccc(CCN(CC(=O)NC2CCCC2)C(=O)CCC(=O)Nc2cc(C)on2)cc1OC
4%	9	?	-1%	O=C(COc1ccc2ccccc2c1)N1CCCC1
5%	.	?	.	CCOC(=O)/C(=C/c1c(C)n(C)c2ccc([N+](=O)[O-])cc12)C(C)=O
1%	5	-22	-4%	COc1ccc(-c2nnc3sc(CN4C(=O)c5ccccc5C4=O)nn23)cc1
-2%	-11	-3	-1%	Cc1ccc(CCNC(=O)C2CCCN(c3nc4ccccc4o3)C2)cc1 (stereo not given)

4 compounds from above, reduced to 12-hLO inh and IMPase inh.
structure	12-hLO inh	IMPase inh
Cc1cc2ccccc2n1CCNC(=O)C1CCCC1	1%	?
CCOC(=O)C1=C(C)OC(N)=C(C#N)C1c1ccc(C)o1 (stereo not given)	-4%	4
O=C(c1cccc(F)c1)N1CCC(N2CCCCCC2)CC1	-1%	19
COc1ccc(OCC(=O)Nc2ccc(NC(=O)c3ccco3)cc2)cc1	9%	6

Source: PubChem BioAssay (National Center for Advancing Translational Sciences (NCATS))
